High-throughput results: PubChem, National Center for Advancing Translational Sciences (NCATS)
S3 lipid droplet = qHTS Assay for Lipid Storage Modulators in Drosophila S3 Cells; Potency in µM for hits, for the others lipid storage change, negative = inhibition, % at the top dose, mostly 46.1 µM; Drosophila S3 cells, BODIPY lipid droplet fluorescence, 18-24 h; cells fed with added oleic acid; hit rate 0.64% among 320,000; active means well fitted inhibition curve with a large enough effect in the signal ratio, with a control signal flat, not every such curve was filed as active; inconclusive means small, poorly fitted or top-dose-only effect, or effect the other way, or a change in a side signal; the % refers to the signal ratio
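Drosophila S3 cells got compounds at several concentrations plus oleic acid (400 uM solution). Laser-scanning cytometry with 488 nm excitation read lipid droplets at 500-530 nm and cells at 575-640 nm. Percent activity was relative to 20 uM Triacsin C.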
S3 lipid droplet cell count max = also measured in S3 lipid droplet; calls as there; cell number change, %; measured here: cell count max response;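 cells counted by Cell Tracker Red CMTPX staining in the red channel; peak over a dose series mostly up to 46.1 µM; percent activity relative to internal control wells on each plate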
Active calls of the source: *; i = inactive; ? = inconclusive; nt = no result given; [ ] = dose if it differs, or a comment. On the % scale 0 is the no-effect control and ±100 the full control effect; potency means the concentration at half of the fitted maximal effect. The list is partial; count on the stated rates, not on these rows.

SMILES | S3 lipid droplet | S3 lipid droplet cell count max
CC(C)(C)c1ccc(C(=O)N2CCN(Cc3ccccc3)CC2)cc1 | ? | nt
CCOc1ccc(Br)cc1S(=O)(=O)Nc1nc(CN2CCOCC2)nc2sc(C)c(C)c12 | ? | nt
O=S(=O)(Nc1ccc2c(c1)OCCO2)c1ccc(F)cc1 | ? | nt
Nc1nnc2c(C(F)(F)F)nc3ccccc3n12 | 10.6% | 7.6
Cc1cccc(OCC(=O)Nc2ccc(C(=O)c3ccc(C(=O)O)cc3)cc2)c1 | 13.1% | 4.0
Cc1onc(-c2ccccc2)c1C(=O)Nc1ccccc1N1CCOCC1 | ? | nt
CCO[C@@H]1OC(C(=O)N2CCN(Cc3ccc4c(c3)OCO4)CC2)=C[C@H](C)[C@H]1CCCO | 0.3% | 8.2
CCN(CC)C(=O)CSc1nnc2nnc3cc(OC)ccc3n12 | -3.6% | 8.5
COc1cc(OC)c2ccc(=O)oc2c1C(CCN1CCCC(C)C1)c1ccc(N(C)C)cc1 (stereo unspecified) | 10.9% | 15.7
COc1ccc(NC(=O)COc2coc(CN3CCc4ccccc4C3)cc2=O)cc1 | ? | nt
CCC(=O)c1ccc(OCC(=O)OCC(=O)c2c(N)n(C)c(=O)n(C)c2=O)cc1 | -19.2% | -9.5
CN1CCC(N(C)C(=O)c2sc3cc(F)ccc3c2Cl)CC1 | ? | nt
O=C(NCc1ccccn1)Nc1cccc(Cl)c1 | ? | nt
CC(C)CC(C)N1CCC(n2nccc2NC(=O)CCc2ccccc2)CC1 (stereo unspecified) | 21.4% | nt
O=C(Nc1ccc(N2CCN(C(=O)c3ccccc3)CC2)cc1)c1ccc2c(c1)OCO2 | -4.0% | -9.7
COc1ccc(C(=O)NNC(=O)C(C)NC(=O)c2ccccc2NC(=O)c2ccco2)cc1 (stereo unspecified) | 11.2% | -1.2
CCOc1ccccc1C(=O)NC1CCN(Cc2nnnn2C2CCCC2)CC1 | ? | nt
CC(C)N1CCc2c(sc(NC(=O)c3ccc(C(=O)c4ccccc4)cc3)c2C(N)=O)C1 | ? | nt
CCCCNC(=O)CCc1c(C)nc2nc(-c3cc(OC)cc(OC)c3)nn2c1C | ? | nt
Cc1nc2sc(C(=O)c3ccccc3)c(N)c2c2c1CCCC2 | 17.0% | 16.3
COC(=O)c1c(NC(=S)Nc2ccccc2Cl)sc(C)c1C | 0.3% | -2.2
Cc1cccc(NC(=O)C2CC(=O)N/C(=N/N=C/c3ccco3)S2)c1 (stereo unspecified) | -6.0% | -11.0
Cc1ccc(C(=O)NCc2ccccn2)cc1S(=O)(=O)N1CCOCC1 | ? | nt
COc1ccc(C(CNC(=O)CCNS(=O)(=O)c2ccc(C)cc2)N2CCOCC2)cc1 (stereo unspecified) | ? | nt
Cc1cccc(C)c1OCc1cc(C(=O)NCC2COCCO2)no1 (stereo unspecified) | ? | nt

Sorted by the number under S3 lipid droplet cell count max (ascending): 4 of the compounds above
Structure	S3 lipid droplet cell count max
COc1ccc(C(=O)NNC(=O)C(C)NC(=O)c2ccccc2NC(=O)c2ccco2)cc1 (stereo unspecified)	-1.2
Cc1cccc(OCC(=O)Nc2ccc(C(=O)c3ccc(C(=O)O)cc3)cc2)c1	4.0
Nc1nnc2c(C(F)(F)F)nc3ccccc3n12	7.6
CCO[C@@H]1OC(C(=O)N2CCN(Cc3ccc4c(c3)OCO4)CC2)=C[C@H](C)[C@H]1CCCO	8.2

Next part
SMILES | S3 lipid droplet | S3 lipid droplet cell count max
COc1ccc(CN2CCNC(=O)C2CC(=O)NCCc2nc(C)c3c(n2)CCC3)cc1C (stereo unspecified) | i | 14.3
CN1CCN(C(=S)NC(=O)/C=C/c2ccccc2)CC1 | ? | nt
c1coc(CNC2CCCCC2)c1 | 7.7% | -7.6
O=C(CCN1C(=O)S/C(=C\c2ccccc2)C1=O)Nc1ccc(O)cc1C(=O)O | i | 22.9
O=C(NCC1OCCCN1S(=O)(=O)c1cc(F)ccc1F)C(=O)NC1CCCCC1 (stereo unspecified) | ? | nt
CCN(CC)CCOC(=O)c1ccc(NC(=O)CNC(=O)c2ccccc2)cc1 | -5.8% | 10.6
COc1ccccc1C1C(C(N)=O)=C(C)Nc2nc(-c3ccccc3Cl)nn21 (stereo unspecified) | ? | nt
CC(=O)c1cc2c(cc1NS(=O)(=O)c1ccc(C)cc1)OCCO2 | ? | nt
COc1ccc(N(C)S(=O)(=O)c2ccc(Cl)c(C(=O)NNC(=O)c3ccccc3O)c2)cc1 | ? | nt
O=C(Nc1nnc(C2CC2)s1)c1cc2ccccc2o1 | ? | nt
c1ccc(CCNc2nc(-c3cccnc3)cs2)cc1 | ? | nt
Cc1ccccc1Nc1nnc(SCC(=O)NC(=O)NCc2ccco2)s1 | ? | nt
Cc1nn(Cc2cccc(C(=O)Nc3ccn(Cc4c(F)c(F)cc(F)c4F)n3)c2)c(C)c1[N+](=O)[O-] | ? | nt
COc1cc2c(cc1OC)C(=O)NCC(C)(C)O2 | -1.0% | -0.1
C=CCN1C(=O)N/C(=C/c2ccc(N3CCOCC3)o2)C1=O | ? | nt
Cc1cccc(-n2c(=O)c(C#N)cc3c(=O)n4ccccc4nc32)c1 | ? | nt
Cc1c[n+](CC(=O)c2ccccc2)c(C)cn1 | ? | nt
Cc1cccc(OCCNC(=S)NC(=O)c2cncc(Br)c2)c1 | ? | nt
CC(=O)c1ccc(N2CCN(c3ccnc4cc(Cl)ccc34)CC2)cc1 | ? | nt
COC(=O)c1ccc(-n2c(C)nc(=O)c(-c3ccccc3)c2C)cc1 | 11.3% | 1.0
CCn1c(-c2ccccc2SC)n[nH]c1=S | ? | nt
COc1ccc(S(=O)(=O)N2CCN(S(=O)(=O)c3ccc(OC)cc3)CC2)cc1 | 12.0% | 17.4
CC(=O)N(CCc1ccccc1C)Cc1cc2cc(C)ccc2[nH]c1=O | i | 24.7
O=C(Nc1nc2ccccc2s1)c1ccccc1[N+](=O)[O-] | ? | nt
CCOc1ccc(NC(=O)c2ccc(NCC(=O)N3CCCCCC3)cc2)cc1 | ? | nt

Following part.
SMILES | S3 lipid droplet | S3 lipid droplet cell count max
CCCN1CCN(CC(=O)Nc2cc(OCC)ccc2OCC)CC1 | 6.6% | 12.3
Cn1c(Cl)c(/C=N/OC(=O)C2CC2)c2ccccc21 | ? | nt
NC(=O)CCC1NC(=S)N(Cc2ccccc2)C1=O (stereo unspecified) | -4.5% | 21.4
CCOc1cc(/C=N/NC(=O)c2ccc(N(C)S(=O)(=O)c3ccccc3)cc2)ccc1OC | ? | nt
CSCC[C@H](NC(=O)C1CCC(CNC(=O)[C@@H]2CCCN2C(=O)OC(C)(C)C)CC1)C(=O)O (stereo partly specified) | i | nt
COc1ccc(N(CC(=O)Nc2cccc3ccccc23)S(C)(=O)=O)cc1 | -18.6% | -19.8
CN1C2CCC1/C(=C/c1cccn1C)C(=O)/C2=C\c1cccn1C | ? | nt
CC(C)(C)c1cc(=O)n(-c2ccccc2)[nH]1 | ? | nt
Cc1sc2ncnc(OCC(=O)c3ccc(S(=O)(=O)N4CCCC4)cc3)c2c1C | ? | nt
CC(=O)c1ccc(N2CCN(C(=O)c3ccc4c(Cl)c5c(nc4c3)CCCC5)CC2)cc1 | 11.9% | 5.4
O=C(COC(=O)CSc1ccc2ccccc2c1Br)NC1CC1 | ? | nt
O=C(CN1C(=O)C2C3C=CC(C3)C2C1=O)Nc1ccc(S(=O)(=O)Nc2nccs2)cc1 (stereo unspecified) | 6.2% | -6.7
CC(NS(=O)(=O)c1cccc(Cl)c1)C(=O)N(C)C1CCN(C)CC1 (stereo unspecified) | ? | nt
COc1ccc(CNC(=O)C(=O)NCC2CCCN2S(=O)(=O)c2cccs2)cc1 (stereo unspecified) | i | nt
CCOC(=O)c1c(C)[nH]c(C(=O)COC(=O)CCC2CCCC2)c1C | ? | nt
Cc1nn(C)c(C)c1S(=O)(=O)NCc1cccs1 | -8.1% | -7.4
CCOC(=O)c1cccc(C2=CC(=O)C[C@H](c3ccc(Cl)cc3)C2)c1 | ? | nt
Cc1ccc(S(=O)(=O)N2CCC(=O)N(CCOCc3ccccc3C)CC2)cc1 | 27.7% | -1.0
CCN(CC(=O)Nc1c(F)cccc1F)C(=O)c1cc(C)nc2ccccc12 | ? | nt
Cc1cc(C)n(-c2nc3c(c(=O)[nH]c(=O)n3C)n2CC(O)COc2ccccc2C)n1 (stereo unspecified) | ? | nt
COc1c(N2CCN(C(=S)NCc3ccccc3)C(C)C2)c(F)cc2c(=O)c(C(=O)O)cn(C3CC3)c12 (stereo unspecified) | -8.4% | nt
CC(C)c1c(C(=O)N/N=C/c2ccco2)nnn1-c1nonc1N | i | -2.1
CC1CN(c2ccc(S(=O)(=O)N3CCOCC3)cn2)CC(C)O1 (stereo unspecified) | 11.2% | 4.7
COc1ccccc1N(CC(=O)NC(C)(C)C)C(=O)Cn1nnc(-c2ccc(C)o2)n1 | -7.2% | 12.8
N#Cc1cnn2ccc(-c3ccc4c(c3)CCC4)nc12 | ? | nt

Continued.
SMILES | S3 lipid droplet | S3 lipid droplet cell count max
CC(C)(CO)NC(=O)C(Cc1ccccc1)N1C(=O)c2ccccc2C1=O (stereo unspecified) | 25.0% | 20.6
CC(=O)Nc1ccc(C(=O)COC(=O)c2c(C)noc2C)c(F)c1 | -16.1% | 2.8
Cc1sc2ncnc(SCC#N)c2c1C | 9.5% | -17.0
CCOC(=O)c1c(C)c(C(=O)NCc2cccnc2)c(C)n1C | ? | nt
Cc1ccc(S(=O)(=O)NCCC(=O)OCC(=O)N2CCCC2=O)cc1C | 2.1% | -0.9
O=C(Nc1ccccn1)c1cc(-c2cccc(Cl)c2)nc2ccccc12 | ? | nt
Cn1nnnc1SCC(=O)N1CCN(S(=O)(=O)c2ccc(Cl)cc2)CC1 | ? | nt
COc1ccc(Cc2c3cc(OC)c(OC)cc3cc[n+]2C)cc1OC | 1.0% | -0.3
CCN(CC)S(=O)(=O)c1ccc(N(C)CCc2ccc(OC)c(OC)c2)nc1 | ? | nt
Cc1cccc(OCC(O)CN2C(C)(C)CC(O)CC2(C)C)c1C (stereo unspecified) | 12.4% | -13.1
Cc1ccc(NC(=O)CCCNC(=O)c2ccc(Cl)cc2)c(Br)c1 | 6.2% | 16.2
COc1ccc2c(c1)cc(C(O)c1ccccn1)n2S(=O)(=O)c1ccccc1 (stereo unspecified) | -0.1% | nt
CCN(c1ccccc1)S(=O)(=O)c1cc(OC)ccc1OC | ? | nt
C/C(CC(=O)Nc1ccc2c(c1)OCO2)=N\NC(=O)c1ccccc1N | 0.1% | -2.9
CCN1CCN(C(=O)CS(=O)Cc2nc(-c3cccc(C)c3)oc2C)CC1 (stereo unspecified) | i | nt
COc1cccc(CC(NC(C)=O)C(=O)NC2CCN(C(=O)C3CCCCC3)CC2)c1OC (stereo unspecified) | ? | nt
COc1ccc(CCNC(=O)CS(=O)(=O)Cc2nc(-c3ccc(C)cc3)oc2C)cc1OC | ? | nt
Cc1sc2nc[nH]c(=O)c2c1-c1ccc(F)cc1 | ? | nt
COc1ccc(NC(=O)c2c(C)noc2C(C)C)cc1S(=O)(=O)N1CCCCC1 | ? | nt
CCCCn1c(=O)[nH]c(=O)c2c(C(=O)OCC)cc(-c3ccc(OC(F)F)cc3)nc21 | ? | nt
Cc1ccc(S(=O)(=O)Cc2ccc(C(=O)NCCCN3CCN(C)CC3)o2)cc1 | 0.1% | nt
COc1ccc(CC2(CO)CCN(Cc3cnc(-c4ccccc4C)nc3)CC2)cc1 | -0.2% | 1.3
COc1ccc(CC(=O)NC(C)(C)CC(C)=O)cc1OC | ? | nt
O=S(=O)(c1ccc(Oc2ccc(S(=O)(=O)N(CCO)CCO)cc2)cc1)N(CCO)CCO | 0.1% | 27.3
CCOC(=O)c1nc(C)c(C(C)=O)s1 | 18.8% | nt

Some of the entries so far, as a markdown table:
| SMILES | S3 lipid droplet | S3 lipid droplet cell count max |
| --- | --- | --- |
| CCCCn1c(=O)[nH]c(=O)c2c(C(=O)OCC)cc(-c3ccc(OC(F)F)cc3)nc21 | ? | nt |
| Cc1ccc(S(=O)(=O)NCCC(=O)OCC(=O)N2CCCC2=O)cc1C | 2.1% | -0.9 |
| CCOC(=O)c1nc(C)c(C(C)=O)s1 | 18.8% | nt |
| Cc1cccc(OCC(O)CN2C(C)(C)CC(O)CC2(C)C)c1C (stereo unspecified) | 12.4% | -13.1 |

Next part:
SMILES | S3 lipid droplet | S3 lipid droplet cell count max
CC(C(=O)Nc1ccc(S(=O)(=O)Nc2ncccn2)cc1)N1C(=O)c2ccccc2S1(=O)=O (stereo unspecified) | i[0.0737 µM] | -5.4
O=S(=O)(c1ccccc1)c1nc(-c2ccco2)oc1N1CCOCC1 | ? | nt
CCCCc1ccc(NC(=S)NCCCN2CCOCC2)cc1 | ? | nt
CCCC(=O)Nc1ccc(N2CCN(C(=O)CCC)CC2)cc1 | 1.7% | -17.6
O=C(CSc1cn[nH]n1)Nc1nc2ccccc2s1 | ? | nt
COc1cccc(C(=O)Nc2cc(C)nn2-c2ccccc2)c1OC | ? | nt
Cc1noc(C)c1S(=O)(=O)N1CCN(Cc2ccc3c(c2)OCO3)CC1 | ? | nt
Cc1ccc(S(=O)(=O)CC(=O)N(CCCN2CCOCC2)c2nc3c(F)cccc3s2)cc1 | ? | nt
Cc1cc(C2=NNC(=Nc3ccc(S(=O)(=O)N4CCOCC4)cc3)SC2)c(C)n1C | -12.7% | -20.7
Cc1cc(C)c(S(=O)(=O)NNC(=O)C2CCN(Cc3ccccc3)CC2)c(C)c1 | -2.0% | 10.2
CSc1ccc(-c2sc(Nc3ccccc3)n[n+]2-c2ccccc2)cc1 | ? | nt
O=C(Nc1ccc(F)c([N+](=O)[O-])c1)c1cccs1 | ? | nt
CC1CCC(N2CCN(c3ncccn3)CC2)C1 (stereo unspecified) | ? | nt
CCc1ccc(OCC(=O)Nc2ccncc2)cc1 | -21.6% | -13.5
